Her2 expr inh: Her2 kinase expression inhibition | P04626 | SKBR-3 HER2 protein level, AlphaScreen, 18-24 h; active compounds read low | HER2 level % of control, % at 10 µM | actives 0.69% (n = 65,000) | AID 645;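 active = HER2 level under 5% of the carrier-only control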;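 also: 100% = DMSO carrier and 0% = 500 nM PU-H71 HSP90 inhibitor; lower value means stronger loss of Her2 protein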
M1 agonist: activates the M1 muscarinic receptor. CHO-M1 cells, Fluo-4 calcium fluorescence, agonist mode; active compounds read high. B-score at 10 µM. actives 3% (n = 64,000). AID 626;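 active = fluorescence rise, raw or as B-score row- and column-corrected plate score, outside the 99.7% band of its plate's samples, either direction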
HTR1E agonist: activates the human 5-HT1E serotonin receptor | P28566 | CHO 5-HT1E Ga15 NFAT-bla reporter, FRET; 0% DMSO wells, 100% control agonist wells | activation, % at 6 µM | actives 0.69% (n = 65,000) | AID 574;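 active = activation above a set limit, the screen-wide mean activation plus 3 SD, cut at about 8.5% in these data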;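 also: 100% = positive control agonist at 1 µM giving full maximal response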
Target sequence (P28566 whole entry, looked up): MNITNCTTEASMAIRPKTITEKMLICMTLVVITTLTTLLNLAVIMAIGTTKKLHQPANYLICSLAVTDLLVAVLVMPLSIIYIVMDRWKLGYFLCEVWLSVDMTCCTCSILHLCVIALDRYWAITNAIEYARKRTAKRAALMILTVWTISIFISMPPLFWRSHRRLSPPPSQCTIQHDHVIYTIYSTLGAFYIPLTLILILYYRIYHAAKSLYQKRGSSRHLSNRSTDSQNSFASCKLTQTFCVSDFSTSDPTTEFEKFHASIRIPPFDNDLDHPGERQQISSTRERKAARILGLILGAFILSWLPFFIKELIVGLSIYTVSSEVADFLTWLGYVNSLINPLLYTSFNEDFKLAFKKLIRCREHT
M1 antag: antagonists of rat M1 muscarinic receptor; B-score at 10 µM; actives 3.4% (n = 64,000); CHO-M1 cells, Fluo-4 calcium, ACh EC80 antagonist mode; active compounds read low; P08482; AID 628;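 active = calcium fluorescence response, raw or row-and-column corrected B-score, differing from the plate sample mean either way at a set confidence level, mostly lower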
Jurkat tox 60K: reduces viability or proliferation of Jurkat cells | inhibition, % at 4 µM | actives 1.2% (n = 56,000) | Jurkat E6.1 viability, ATP luminescence, 48 h | AID 463;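 active = inhibition above the mean inhibition of all tested compounds plus 3 SD, cut at about 28% in these data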
HTR1E antagonist: antagonists of human 5-HT1E serotonin receptor; CHO 5-HT1E Ga15 NFAT-bla reporter, FRET, antagonist; P28566; actives 0.99% (n = 65,000); inhibition, % at 6 µM;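 active = inhibition above a set limit, the mean inhibition across every tested compound plus 3 SD, cut at about 29% in these data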;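 also: signal is the 460 over 535 nm emission ratio of beta-lactamase substrate; 0% = agonist plus DMSO wells and 100% = wells without agonist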
S1P1 ag-PAM: S1P1 (human) agonism or agonism potentiation. S1P1 CRE-bla cells, forskolin, beta-lactamase FRET, potentiator mode; S1P1 agonist co-added at EC20, 2 nM; 100% = saturating reference agonist, 0% = basal. actives 0.57% (n = 56,000). P21453. activation, % at 9.5 µM;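 active = activation above a cutoff set at the mean activation of all tested compounds plus 3 SD, cut at about 54% in these data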;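 also: forskolin at 4 µM as EC80 and the EC20 agonist is SEW2871; 100% = SEW2871 at its EC100 plus forskolin at EC80; some compounds past the cut are filed as inactive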
Target sequence (P21453 whole entry, looked up): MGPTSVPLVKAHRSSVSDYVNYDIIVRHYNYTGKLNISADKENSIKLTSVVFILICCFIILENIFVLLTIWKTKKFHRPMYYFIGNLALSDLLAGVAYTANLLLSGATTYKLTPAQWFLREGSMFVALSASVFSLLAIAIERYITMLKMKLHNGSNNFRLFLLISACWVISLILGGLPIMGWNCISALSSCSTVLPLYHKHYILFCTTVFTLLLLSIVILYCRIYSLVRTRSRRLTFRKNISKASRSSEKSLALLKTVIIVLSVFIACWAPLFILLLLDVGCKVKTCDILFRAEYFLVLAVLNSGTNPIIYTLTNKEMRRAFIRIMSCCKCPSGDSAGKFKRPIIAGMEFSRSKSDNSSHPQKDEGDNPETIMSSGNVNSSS
HEK293 NFkB inh: lowers PMA/ionomycin-induced NF-kB signal in HEK293 cells. HEK-293 NF-kB luciferase reporter, luminescence. inhibition, % at 3 µM. actives 0.21% (n = 62,000). AID 465;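 active = inhibition above the mean of all tested compounds plus 3 SD, cut at about 40% in these data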;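 also: 0% = stimulated DMSO wells and 100% = 10 µM reference inhibitor 5653914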
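System: NF-kB luciferase reporter HEK-293 cells | Replication: Single test | Control set: DMSO vs reference inhibitor | Evaluation: % inhibition | Schedule: 1 h pretreatment, 16 h stimulation, 37 °C | Probe or stimulus: PMA with ionomycin | Compound dosing: One dose, 3 µM | Detection: Luciferase luminescence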
S1P3 agonist: agonists of human S1P3 receptor | Q99500 | S1P3 NFAT-BLA reporter cells, agonism, FRET ratio; relative to 1 µM S1P, basal subtracted | activation, % at 4.5 µM | actives 0.1% (n = 60,000) | AID 373;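 active = activation above the screen-wide mean plus 3 SD, cut at about 4.5% in these data, passing the limit was not always enough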; also: some compounds called inactive have numbers as strong as hits
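Assay system: CHO cells stably expressing human S1P3, Gα16 and NFAT-β-lactamase reporter. Timing: overnight plating, 4 h compound 37 °C, 2 h substrate RT. Signal: β-lactamase FRET emission ratio 460/535 nm. Measure: percent activation versus median 1 µM S1P response, basal-subtracted, per plate. Repeats: primary screen single test, confirmation screen in triplicate.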
An asterisk follows results filed as active; . = not tested or not shown.

item | SMILES | Her2 expr inh | M1 agonist | HTR1E agonist | M1 antag | Jurkat tox 60K | HTR1E antagonist | S1P1 ag-PAM | HEK293 NFkB inh | S1P3 agonist
1 | COc1ccc(CCNC(=O)CN2C(=O)c3ccccc3S2(=O)=O)cc1 | 73 | 0.11 | 1.5 | -0.78 | -1 | -4 | . | 1 | -1.1
2 | Cc1cc(=O)oc2cc(OCC(=O)NCCc3nc4ccccc4[nH]3)ccc12 | 112 | -0.04 | -0.7 | -0.059 | -13 | -1 | -19 | 8 | -0.3
3 | COCCn1c(NCc2ccc(C)cc2)nc2c1c(=O)[nH]c(=O)n2C | 120 | 0.32 | 0.3 | 0.052 | 3 | 11 | -45 | 12 | -1.1
4 | COc1ccc(CCNC(=O)COc2nsnc2N2CCOCC2)cc1OC | 92 | -0.5 | 1.5 | -0.59 | -2 | -10 | -19 | 9 | 0.7
5 | Fc1ccc(CNc2ccc(CNc3ncn[nH]3)cc2)cc1 | 96 | -0.59 | 0.9 | 0.8 | 4 | -10 | . | 4 | -0.5
6 | COc1cc(Cl)c(C)cc1NC(=O)CSc1nnc(-c2ccco2)n1CC(C)C | 60 | 0.16 | -0.3 | -3.3* | 0 | 0 | -44 | 15 | 0.0
7 | CN(C)CCCN1C(=O)C(=O)/C(=C(/O)c2ccc(S(=O)(=O)N(C)C)cc2)C1c1ccncc1 (centres undefined) | 106 | 0.041 | -0.6 | -0.8 | -1 | -8 | -8 | 5 | 0.0
8 | O=C(COc1ccc2ccccc2c1Br)Nn1cnnc1 | 92 | -0.018 | -0.5 | 0.93 | -7 | -10 | -23 | 4 | -0.4
9 | COc1ccccc1-c1nc(C#N)c(N2CCN(C(c3ccccc3)c3ccccc3)CC2)o1 | 92 | -0.94 | 0.1 | 0.012 | -3 | -1 | -6 | 21 | 0.2
10 | COc1nc(OCCNC(=O)Nc2ccccc2)nc(N(C)C)n1 | 116 | -0.4 | 0.6 | 0.24 | -8 | 5 | -47 | 9 | -1.3
11 | S=c1[nH]nc(-c2ccco2)n1-c1cccc2ccccc12 | 98 | 0.44 | -0.4 | 0.016 | -7 | 2 | 17 | 8 | -0.3
12 | CN(C)CCCN1C(=O)C(=O)/C(=C(/O)c2ccc3c(c2)OCO3)C1c1cccnc1 (centres undefined) | 94 | 0.14 | 0.1 | 0.46 | . | -14 | . | 12 | .

By substructure, those above containing a furan ring, fused or not
item | SMILES | Her2 expr inh | M1 agonist | HTR1E agonist | M1 antag | Jurkat tox 60K | HTR1E antagonist | S1P1 ag-PAM | HEK293 NFkB inh | S1P3 agonist
6 | COc1cc(Cl)c(C)cc1NC(=O)CSc1nnc(-c2ccco2)n1CC(C)C | 60 | 0.16 | -0.3 | -3.3* | 0 | 0 | -44 | 15 | 0.0
11 | S=c1[nH]nc(-c2ccco2)n1-c1cccc2ccccc12 | 98 | 0.44 | -0.4 | 0.016 | -7 | 2 | 17 | 8 | -0.3

More entries follow.
item | SMILES | Her2 expr inh | M1 agonist | HTR1E agonist | M1 antag | Jurkat tox 60K | HTR1E antagonist | S1P1 ag-PAM | HEK293 NFkB inh | S1P3 agonist
13 | Cc1ccccc1-n1c(=O)/c(=C\c2ccco2)s/c1=C(/C#N)C(=O)Nc1ccccc1 | 137 | 3.3 | -0.6 | -1.2 | . | 26 | 6 | . | -3.0
14 | O=C(/C=C1\NC2(CCCC2)Cc2ccccc21)N1CCOCC1 | 105 | 0.039 | -0.7 | 0.54 | 3 | -4 | 1 | 6 | -1.0
15 | O=C(CCN1CCN(CC(=O)Nc2ccccc2F)CC1)Nc1ccccc1F | 91 | -0.24 | -0.4 | -0.16 | 1 | 0 | -22 | 4 | 0.0
16 | Cc1ccnc(NC(=O)COC(=O)C2COc3ccccc3O2)n1 (centres undefined) | 125 | -0.62 | 0.4 | -0.064 | 1 | -6 | 3 | 16 | -1.0
17 | Cc1scc(C(=O)N2CCN(S(C)(=O)=O)CC2)c1-c1ccccc1 | 101 | -0.0068 | 0.1 | -0.0074 | 0 | 5 | 2 | 11 | -0.8
18 | Cc1noc(C)c1CSc1nc2ccccc2n1CCc1ccccc1 | 92 | 0.39 | 0.6 | -3.8* | 13 | -1 | -45 | 12 | 0.2
19 | CCn1cc(C(=O)OCC(=O)N(C)C2CCS(=O)(=O)C2)c(=O)c2ccc(C)nc21 (centres undefined) | 104 | -0.47 | -1.0 | 1 | 0 | 19 | 8 | 2 | -1.1
20 | O=C(Nc1ccc(-c2cn3ccsc3n2)cc1)C1CC1 | 85 | -0.89 | 0.7 | -0.32 | 4 | 12 | 11 | -3 | -0.2
21 | COc1ccc(-c2cc(C(=O)NCc3ccc(Cl)cc3)no2)cc1OC | 82 | -0.28 | 1.1 | -0.1 | 0 | -11 | -13 | 15 | -0.1
22 | Cc1occc1C(=O)Nc1nnc(C2CCCCC2)s1 | 225 | -0.17 | -1.1 | 0.013 | -4 | 1 | 21 | -4 | -0.3
23 | CCOC(=O)C1CCN(c2c(NCCCN(CC)Cc3ccccc3)c(=O)c2=O)CC1 | 109 | 0.022 | -0.3 | 0.018 | 4 | 9 | -2 | 13 | -0.4
24 | C=CCn1cnc2c(c1=O)c1nc3ccccc3nc1n2-c1ccc(C)cc1 | 125 | 0.24 | 0.9 | 1.2 | . | -25 | -5 | . | 0.9

Of the compounds above, 2 contain a cyano group:
item | SMILES | Her2 expr inh | M1 agonist | HTR1E agonist | M1 antag | Jurkat tox 60K | HTR1E antagonist | S1P1 ag-PAM | HEK293 NFkB inh | S1P3 agonist
9 | COc1ccccc1-c1nc(C#N)c(N2CCN(C(c3ccccc3)c3ccccc3)CC2)o1 | 92 | -0.94 | 0.1 | 0.012 | -3 | -1 | -6 | 21 | 0.2
13 | Cc1ccccc1-n1c(=O)/c(=C\c2ccco2)s/c1=C(/C#N)C(=O)Nc1ccccc1 | 137 | 3.3 | -0.6 | -1.2 | . | 26 | 6 | . | -3.0

(further entries)
item | SMILES | Her2 expr inh | M1 agonist | HTR1E agonist | M1 antag | Jurkat tox 60K | HTR1E antagonist | S1P1 ag-PAM | HEK293 NFkB inh | S1P3 agonist
25 | COc1ccc(C)cc1-n1nnnc1SCc1cc(=O)n2cc(C)ccc2n1 | 92 | 5.2* | -0.2 | -1.9 | 25 | 9 | 28 | 14 | -0.1
26 | O=C(CSc1nnc(-c2ccccc2F)n1C1CCCCC1)N1CCCC1 | 77 | 0.45 | 0.3 | 0.8 | -7 | 8 | 1 | 10 | 0.2
27 | N=c1n(CC(=O)O)c2ccccc2n1Cc1ccccc1Cl | 93 | 0.28 | 7.2 | 0.28 | -5 | -15 | -10 | 11 | 0.2
28 | CC(C)Cc1cc(-c2ccco2)c(C#N)c(N)n1 | 56 | -0.16 | 0.5 | 0.2 | 0 | 23 | . | 18 | -0.5
29 | Cc1cc(C)n(-c2nnc3n2N=C(c2ccccc2)CS3)n1 | 81 | -0.33 | -0.9 | 0.59 | 8 | 0 | . | -11 | -1.2
30 | CCOC(=O)C1CCN(C(=O)Nc2ccc3nc(C)c(C)nc3c2)CC1 | 156 | 0.34 | -0.5 | 0.69 | 1 | 11 | -18 | 15 | 0.0
31 | COc1cccc(C2=N/C(=C\N(C)C)C(=O)O2)c1 | 120 | 0.056 | -0.6 | 0.33 | 1 | -2 | 24 | -2 | -2.0
32 | COCc1nnc(NC(=O)c2ccc(S(=O)(=O)N(C)C3CCCCC3)cc2)o1 | 106 | 0.14 | -0.6 | 0.43 | 10 | 6 | 14 | 26 | -0.6
33 | COCCN(CCOC)C(=O)CCn1c(=O)oc2ccccc21 | 79 | 0.22 | 0.6 | -0.058 | 0 | 7 | -13 | 21 | -1.0
34 | Cn1c(=O)c2c(nc(SCC(=O)N3c4ccccc4CCc4ccccc43)n2C)n(C)c1=O | 76 | -1.2 | -0.9 | -0.41 | 0 | -1 | -10 | 7 | 0.0
35 | CCCn1c(=O)c2[nH]c(C3CCCC3)nc2n(CCC)c1=O | 63 | 0.16 | 0.4 | -0.24 | . | -11 | -16 | . | -2.6
36 | COc1cccc(C=NCCNC(=O)c2nonc2N)c1O | 129 | -0.32 | -1.1 | 0.02 | . | -14 | -13 | . | -1.5

Copied from the list:
entry 26 in S1P1 ag-PAM: 1
entry 25 in HTR1E antagonist: 9
entry 33 in HTR1E agonist: 0.6
entry 27 in S1P1 ag-PAM: -10

Additional results follow:
item | SMILES | Her2 expr inh | M1 agonist | HTR1E agonist | M1 antag | Jurkat tox 60K | HTR1E antagonist | S1P1 ag-PAM | HEK293 NFkB inh | S1P3 agonist
37 | CCN(CC)S(=O)(=O)c1cccc(-c2nnc(SCC(=O)NCCC3=CCCCC3)n2N)c1 | 78 | 1 | 0.3 | 0.036 | 3 | -10 | 7 | 6 | 0.1
38 | CCn1c(CCC(=O)Nc2cc(F)ccc2C)nc2cc(S(=O)(=O)N(C)C)ccc21 | . | -0.76 | 0.6 | -0.068 | . | -6 | . | 17 | .
39 | CCCCN1CC(O)=C(c2nc3ccccc3s2)C1=N | 94 | -0.21 | -0.1 | 1.4 | 1 | -4 | -8 | 1 | 0.2
40 | O=C(O)C1CCCCC1C(=O)Nc1cccc(C(=O)N2CCCCC2)c1 (centres undefined) | 112 | -0.36 | -0.9 | 0.024 | -6 | 4 | 8 | 13 | -0.7
41 | COc1ccc(S(=O)(=O)N2CCCC(C(=O)NC3CCCCC3)C2)cc1 (centres undefined) | 95 | -0.6 | 1.1 | 1.3 | -2 | -10 | -24 | 3 | -0.9
42 | Cc1cc(NC(=O)COC(=O)C(Nc2ccc(C(F)(F)F)cc2Cl)C(C)C)no1 (centres undefined) | 10 | -0.075 | -1.0 | -0.49 | 6 | 7 | 12 | 5 | -1.7
43 | Cc1ccc(-c2c3c(=O)n(C)c(=O)n(C)c3cn2CCCN2CCOCC2)cc1 | 98 | -0.76 | 0.6 | 0.25 | -1 | 4 | -7 | 11 | -0.6
44 | CCn1c(-c2ccc(N(C)C)cc2)nc2ccccc21 | 56 | -0.57 | 0.5 | -0.96 | 50* | -8 | 23 | -37 | 0.4
45 | CC1=C(C(=O)OC(C)C)C(c2ccccc2Cl)CC(=O)N1 (centres undefined) | 93 | 0.13 | -0.1 | 0.033 | -4 | -9 | . | -4 | -0.8
46 | CC1C2CC(C(CN(C)C)/C2=N/O)C1(C)C (centres undefined) | 108 | -0.27 | -0.3 | 0.12 | -4 | -3 | -16 | 8 | -0.1
47 | CC(C)(C)OC(=O)N1CCC(c2c(C(=O)O)cnn2-c2ccccc2Cl)CC1 | 104 | 0.066 | 0.2 | 0.33 | 1 | -5 | 2 | 18 | 0.2
48 | CC(=O)c1sc(-c2c(C)nc3sccn23)nc1C1CCCC1 | 78 | 0.98 | -0.8 | 0.19 | 10 | 12 | -8 | 22 | -1.0
49 | C=CCOc1ccc(/C(O)=C2\C(=O)C(=O)N(CCCOC)C2c2ccncc2)cc1 (centres undefined) | 216 | 0.59 | 1.0 | 0.37 | 5 | -3 | 4 | 23 | -1.0
50 | CCn1nnnc1SCC(=O)Nc1cccc(C)n1 | 96 | -0.0056 | 0.7 | -0.16 | -4 | 1 | -2 | -2 | -0.6
